# Nrf2 block: blocks Nrf2 signaling; A549 ARE-Fluc reporter, luciferase luminescence, 18-24 h; Potency, µM (highest dose often 46 µM), without a hit: top-dose activity change, negative = inhibition, usual class: inhibitors; actives 2.1% (n = 360,000); AID 504444; note: potency is the fitted concentration of half-maximal effect; % is set by controls: 0 for no effect and ±100 for the full control effect; nearly all actives have a fitted effect of over 60% in size
#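 Concentration-response testing used A549 ARE_Fluc cells at 5000 cells/well. Following an 18-24 h compound incubation, viability was read by fluorescence (Ex 405/Em 525) and luciferase output by luminescence.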
# HepG2 viability: HepG2 cytotoxicity, counter-screen for TGF-b inhibitors; HepG2 CAGA-GFP viability, ATP luminescence, 18 h; Potency, µM (titrated, usually from 46.1 µM), without a hit: at the top dose activity change, negative = cytotoxicity, hits mostly cytotoxic; actives 0.76% (n = 410,000); AID 588856; note: potency is the fitted concentration of half-maximal effect; some results filed as inactive show a strong effect at the top dose
#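 CellTiter-Glo luminescence gave cytotoxicity after 18 hours at 37 degrees C. The cells were HepG2 CAGA-GFP in 1% FBS DMEM, stimulated with 500 pg/mL TGF-beta after compound addition. %Activity was normalised to no-cell wells (complete cell-killing) and DMSO (no toxicity), and curves were fitted and classified.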
# S2 tox: reduces viability in counter-screen for ATXN expression inhibitors; S2 cells (HEK-293 line with an ATXN2-luciferase reporter) viability, CellTiter-Fluor protease fluorescence, 24 h; Potency, µM (titrated, usually from 56.7 µM), actives largely listed as cytotoxic; actives 0.49% (n = 400,000); note: potency is the fitted concentration of half-maximal effect; nearly all actives have a fitted effect of over 40% in size
# ATXN2 expr inh: ATXN2 expression inhibition. HEK-293 ATXN2-luciferase reporter, luminescence, 24 h. Potency, µM (highest dose often 57 µM), for inactives: top-dose activity change, negative = inhibition, actives largely listed as inhibitors. actives 0.72% (n = 360,000). AID 1745845; note: potency is the fitted concentration of half-maximal effect; % is set by controls: 0 for no effect and ±100 for the full control effect; nearly all actives have a fitted effect of over 55% in size
#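 ATXN2-luciferase reporter cells (luciferase flanked by upstream and downstream ATXN2 gene portions) were treated 24 h at 37 °C with compounds at up to 57 uM. SteadyGlo luminescence gave expression; GF-AFC fluorescence gave viability.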
# A549 tox: kills or reduces viability of A549 cells in Nrf2 counter-screen | AID 504648 | actives 0.16% (n = 390,000) | A549 ARE-Fluc cells, CellTiter-Fluor viability, 18-24 h | Potency, µM (highest dose often 46 µM), without a hit: at the highest dose activity change, negative = cytotoxicity, most hits filed as inhibitors; note: potency is the fitted concentration of half-maximal effect; % is set by controls: 0 for no effect and ±100 for the full control effect
#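 A549 ARE-Fluc cells in 5% FBS OPTI-MEM, 5000 cells/well, rested 2 h then exposed to compounds in concentration-response for 18-24 h at 37 °C. Viability by CellTiter-Fluor fluorescence (Ex 405/Em 525) after 30 min; luciferase luminescence (BugLite, 15 min, RT) read afterwards.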
# IL1B secr inh: blocks inflammasome-driven IL-1 beta release. THP-1 LPS/ATP IL-1B secretion, AlphaLISA, 16 h; stronger effect = lower value. activity change, % at 57.5 µM. actives 4.7% (n = 360,000). AID 743279; in the data active = activity change below about -50%; inconclusive = mostly about -30% to -49%; note: % is set by controls: 0 for no effect and ±100 for the full control effect
#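 Secreted IL-1B measured by AlphaLISA bead assay after 16 h compound exposure of THP-1 cells; compounds (final up to 57.5 uM) added 1 h before LPS (250 ng/mL) and ATP (1.25 mM) stimulation; lower signal means less secretion.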
# TGFb SMAD3 inh: blocks TGF-b signaling. HepG2 CAGA-GFP TGF-b/SMAD3 reporter, GFP fluorescence, 18 h; TGF-beta stimulated, 500 pg/mL final. Potency, µM (titrated, usually from 46.1 µM), for inactives: at the highest dose activity, negative = inhibition, most hits filed as inhibitors. actives 1.2% (n = 410,000). AID 588855; note: potency is the fitted concentration of half-maximal effect; % is set by controls: 0 for no effect and ±100 for the full control effect; nearly all actives have a fitted effect of over 65% in size
#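 Per well, imaged GFP fluorescence of HEPG2 CAGA-GFP cells gives the signal; cells get compound, then TGF-beta (500 pg/mL final), 18 h at 37 degrees C; %Activity versus -TGF-beta and +DMSO controls.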
# MCF10A rereplic: inducers of DNA re-replication in MCF 10A breast cells; MCF 10A DNA re-replication, Hoechst nuclear intensity, 48 h; AID 624296; Potency, µM (titrated, usually from 46.1 µM), for the others: at the top dose activity, positive = re-replication, usual class: activators; actives 2.9% (n = 350,000); note: potency is the fitted concentration of half-maximal effect; % of control where 0% means no effect; nearly all actives have a fitted effect of over 50% in size
# Nrf2 activator: activates Nrf2 signaling; actives 0.31% (n = 410,000); Potency, µM (top dose mostly 46.1 µM), without a hit: at the top dose activation, most hits filed as activators; AREc32 ARE-luciferase reporter (MCF7-derived line), luminescence, 24 h; AID 624171; note: potency is the fitted concentration of half-maximal effect; % of control where 0% means no effect; nearly all actives have a fitted effect of over 65% in size
#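 Luciferase luminescence (Steady-Glo, 30 min at room temperature) served as the read-out of ARE activation in AREc32 cells treated with compounds for 24 hr at 37 deg C.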
# Active calls of the source: *; i = inactive; u = inconclusive; x = no result given; [ ] = another dose, or the depositor's remark. Unless noted, calls come from the whole dose curve; as a rule, active = well fitted curve in the direction sought with a large enough effect; inconclusive = small, poorly fitted or top-dose-only effect, or another doubt; inactive = no such curve, though single readings can be large; an effect the other way counts as inactive or inconclusive.
# Order of values: Nrf2 block | HepG2 viability | S2 tox | ATXN2 expr inh | A549 tox | IL1B secr inh | TGFb SMAD3 inh | MCF10A rereplic | Nrf2 activator
CC1CN(C(=O)CCC(=O)N2CCCCC2)c2ccccc2O1 (stereo unspecified)
    3% | -39% | i | -9% | 3% | -19 | -1% | 3% | -0.8%
C[N+](C)=C1SCC(C)(/C=N/O)S1 (stereo unspecified)
    -3% | -3% | u | -19% | 0% | 19 | 3% | 4% | 3.7%
O=C(NCCNC1CCC(c2ccccc2)CC1)c1cccs1 (stereo unspecified)
    2% | 5% | x | -17% | -10% | -72* | -10% | 0% | 2.0%
CCN1C(=O)CSC1=Nc1ccc(Cl)c(Cl)c1
    u | -5% | i | 5% | -1% | -8 | 7% | u | 1.8%
CN(C)c1ccc(/C=C2\N=C(C(C)(C)C)OC2=O)cc1
    u | -13% | i | x | -19% | -3 | 1% | 14% | 0.5%
Cc1c(CCO)c(=O)n(-c2ccccc2)n1S(=O)(=O)c1ccc(F)cc1
    -11% | -14% | i | -2% | -15% | 5 | -3% | 9% | -0.7%
CN(CC(=O)Nc1ccc(C(N)=O)cc1)S(=O)(=O)c1ccc2c(c1)OCCO2
    u | -1% | i | 14% | 0% | 7 | 5% | -1% | 3.8%
CCCCC(OC(=O)c1cc2occc2n1C)C(=O)NCC1CCCO1 (stereo unspecified)
    -6% | 7% | i | 1% | -3% | -11 | 4% | -11% | 1.6%
O=C(CCn1cnc2ccccc2c1=O)NCc1ccccc1Cl
    x | 6% | i | 7% | 19% | x | -5% | x | 0.0%
CCOc1ccc(Br)cc1CSC(=N)N
    u | -31% | i | u | 21µM* | u | u | u | -0.3%[9.22 µM]
COc1cc2nc(NC(=O)c3ccc(Cl)cc3)[nH]c(=O)c2cc1OC
    u | -8% | i | -6% | -7% | 1 | -3% | -2% | -0.2%
NNc1nc2sc3c(c2c(=O)n1Cc1ccccc1)CCC3
    10% | 1% | i | 0% | 2% | -5 | 31%[activator] | 7% | 0.3%
Cc1cc(C)cc(N(C(=O)c2cc3ccccc3oc2=O)C2C=CS(=O)(=O)C2)c1 (stereo unspecified)
    -5% | -28% | i | -12% | 4% | -67* | 1% | 4% | 14µM*
O=C(N/N=C/c1cn(CCOc2ccccc2)c2ccccc12)c1ccncc1
    17% | -42% | x | 3% | 7% | 14 | u | 0% | 4.2%
CCOc1ccc(S(=O)(=O)NCc2ccccn2)c(C)c1C
    -17% | -14% | i | 0% | 2% | 48 | -13% | 1% | -0.3%
CCC1(c2ccc(Cl)cc2)NC(=O)N(CC(=O)NC2(C#N)CCCCC2)C1=O (stereo unspecified)
    -5% | -67% | i | -2% | 2% | -28 | 1% | 2% | 0.5%
O=C(CSc1nc(C2CCCCC2)n(-c2ccccc2)n1)NCC(F)(F)F
    7% | -5% | i | 8% | 6% | -19 | 6% | 18% | 0.1%
Cc1nc2ccccc2c(=O)n1NC(=O)c1ccc([N+](=O)[O-])cc1Cl
    1% | 8% | i | -34% | -7% | 47 | 11% | 6% | -0.1%
Nc1nc(N)nc(Cc2ccccc2O)n1
    7% | 4% | i | 13% | 2% | 15 | 5% | 17% | -0.8%
COC(=O)c1c(NC(=O)C2C3C=CC(CC3)C2C(=O)O)sc(C)c1C (stereo unspecified)
    -19% | -15% | i | 6% | 0% | 0 | -4% | -3% | 0.0%
O=C(CN1CCOCC1)Nc1ccccc1Sc1ccc(Cl)cc1
    29µM* | -1% | i | -19%[11.3 µM] | -2% | -59* | -3% | u | -0.1%
CCCCn1c(=O)[nH]c(=O)c2c1nc(-c1cc(Cl)c(OC)c(OC)c1)n2C
    4% | -6% | i | -4% | 0% | 37 | 1% | -2% | 2.8%
Cc1ccc(C)c(N2CCN(CCCNC(=O)Cn3ncc4c([nH]c5ccccc54)c3=O)CC2)c1
    -1% | -6% | u | 4% | -2% | x | 6% | x | 0.6%
Cc1cc(C)cc(N2CCCn3c2nc2c3c(=O)n(CCN3CCOCC3)c(=O)n2C)c1
    u | -2% | i | -4% | -6% | -5 | -2% | 1% | 0.0%
O=C(CN1C(=O)NC2(CCCCC2)C1=O)Oc1ccc2ccc(=O)oc2c1
    5% | 1% | x | -1% | 2% | 13 | -2% | u | -0.5%
CC(C)NC(=O)CC1Nc2c3ccccc3nc(=S)n2C1=O (stereo unspecified)
    6% | -3% | i | -1% | -1% | -2 | 0% | 0% | 0.2%
CC(C)COC(=O)N1CCCCC1c1cc(C(=O)NC(C)C)no1 (stereo unspecified)
    x | 0% | i | 9% | x | -14 | 26% | x | 0.1%
O=C(CNC(=O)c1ccccc1F)NCC(c1cccs1)N1CCOCC1 (stereo unspecified)
    3% | -14% | u | x | -1% | -1 | -13% | 9% | -1.0%
CCOC(=O)c1cnc(SCC(=O)NCc2ccco2)nc1N
    -22% | 0% | i | -23% | -23% | 12 | 2% | 0% | 6.6%
O=C(Nc1ccc(Cl)c(Cl)c1)N1CCC(N2CCCCC2)CC1
    10% | -8% | i | -8% | -3% | -19 | 32% | -6% | -0.2%

# Other records
# Order of values: Nrf2 block | HepG2 viability | S2 tox | ATXN2 expr inh | A549 tox | IL1B secr inh | TGFb SMAD3 inh | MCF10A rereplic | Nrf2 activator
CC(C)[C@H](NC(=O)c1ccc(Cl)cc1)C(=O)OCC(=O)N1CCN(c2ccccc2)CC1
    -12% | 4% | i | -7% | -1% | -18 | 0% | -17% | -0.2%
COc1ccc(-c2nc3ccccc3s2)cc1NC(=O)COc1ccc(C)cc1
    u | -4% | i | 74%[activator] | -3% | x | 10% | x | -0.6%
CCOC(=O)c1sc(NC(=O)CSC(=S)N2CCN(C)CC2)nc1C
    u | 4% | i | -5% | -15% | u | 3% | 16% | 3.3%
O=C(NCCN1CCOCC1)c1cc2ccccc2[nH]1
    20% | -2% | i | -1% | -3% | 12 | -36% | -3% | 0.5%
Cc1ccc(Cl)cc1N1CCN(C(=O)CCS(=O)(=O)c2cccc3nonc23)CC1
    -10% | -12% | i | -8% | -1% | -1 | 0% | 8% | 2.1%
O=C(NCc1nnc(SCC(=O)N2CCOCC2)o1)c1ccccc1F
    14% | 6% | i | 4% | 1% | 12 | 1% | -3% | -0.6%
CCCCc1ccc(S(=O)(=O)NCCCN2CCCC2=O)cc1
    u | -6% | i | 5% | -4% | 14 | u | 8% | -0.6%
COc1cc2nc(CSc3ncn[nH]3)[nH]c(=O)c2cc1OC
    -6% | -10% | i | 3% | -4% | 11 | -1% | 4% | -0.5%
Cc1ccc(/C=C/c2ccc(=O)n(Cc3ccc(F)cc3)n2)cc1
    9% | -17% | i | -24% | -3% | 0 | u | 8% | 2.0%[9.22 µM]
COc1ccc(NC(=O)CSC2=C(C#N)C(c3ccco3)C(C(=O)Nc3nc4ccccc4s3)=C(C)N2)cc1 (stereo unspecified)
    u | -4% | i | -11% | u | 32 | -26% | u | 0.6%
COc1ccc(NC(=O)Cn2c(-c3ccccc3)cc(C(C)=O)c2C)c(OC)c1
    -25% | 0% | i | x | -15% | 4 | 10% | u | -0.6%
CCOC(=O)Nc1ccc2c(COC(=O)c3ccccc3O)cc(=O)oc2c1
    -2% | -13% | i | 8% | -2% | 6 | 1% | u | 2.7%
C/C(Cl)=C\Cn1c(O)c(N=O)c2ccccc21
    7% | -14% | i | -21% | 3% | -98* | u | 23% | 0.7%
CCc1ccc(CN(C)C(=O)C2CCC(=O)N(Cc3ccccn3)C2)cc1 (stereo unspecified)
    -2% | 7% | i | 15% | 1% | 26 | 0% | 11% | 0.3%
Fc1ccc(-c2nc3ccccn3c2NCc2ccc3c(c2)OCO3)cc1
    u | -15% | i | -22% | 7% | -14 | -16% | 11µM* | 4.2%

# Taken from above (2 entries):
# Order of values: Nrf2 block | HepG2 viability | S2 tox | ATXN2 expr inh | A549 tox | IL1B secr inh | TGFb SMAD3 inh | MCF10A rereplic | Nrf2 activator
CCc1ccc(CN(C)C(=O)C2CCC(=O)N(Cc3ccccn3)C2)cc1 (stereo unspecified)
    -2% | 7% | i | 15% | 1% | 26 | 0% | 11% | 0.3%
Fc1ccc(-c2nc3ccccn3c2NCc2ccc3c(c2)OCO3)cc1
    u | -15% | i | -22% | 7% | -14 | -16% | 11µM* | 4.2%

# Gathered by group, those above with fluorine (six)
# Order of values: Nrf2 block | HepG2 viability | S2 tox | ATXN2 expr inh | A549 tox | IL1B secr inh | TGFb SMAD3 inh | MCF10A rereplic | Nrf2 activator
Cc1c(CCO)c(=O)n(-c2ccccc2)n1S(=O)(=O)c1ccc(F)cc1
    -11% | -14% | i | -2% | -15% | 5 | -3% | 9% | -0.7%
O=C(CSc1nc(C2CCCCC2)n(-c2ccccc2)n1)NCC(F)(F)F
    7% | -5% | i | 8% | 6% | -19 | 6% | 18% | 0.1%
O=C(CNC(=O)c1ccccc1F)NCC(c1cccs1)N1CCOCC1 (stereo unspecified)
    3% | -14% | u | x | -1% | -1 | -13% | 9% | -1.0%
O=C(NCc1nnc(SCC(=O)N2CCOCC2)o1)c1ccccc1F
    14% | 6% | i | 4% | 1% | 12 | 1% | -3% | -0.6%
Cc1ccc(/C=C/c2ccc(=O)n(Cc3ccc(F)cc3)n2)cc1
    9% | -17% | i | -24% | -3% | 0 | u | 8% | 2.0%[9.22 µM]
Fc1ccc(-c2nc3ccccn3c2NCc2ccc3c(c2)OCO3)cc1
    u | -15% | i | -22% | 7% | -14 | -16% | 11µM* | 4.2%

# From PubChem BioAssay
